NCI-60 one-dose screen, 48 h, at 10 µM unless noted. Numbers give growth in % (100 = growth as untreated, 0 = no growth, -100 = all killed).
HL-60(TB) = HL-60(TB) leukemia cells. hit rate 9% among 78,000. AID 1794776; active = growth percent below 10
* = called active by the depositor; & = joins results of further samples; [ ] = dose if it differs, or a comment. This is a subset; count on the stated rates, not on these rows.

No.	SMILES	HL-60(TB)
1	CCc1nn2c(C)cc(C)nc2c1Cc1ccc(/C=C/CN2CCN(CCOCCOCCN3CCN(C/C=C/c4ccc(Cc5c(CC)nn6c(C)cc(C)nc56)cc4)CC3)CC2)cc1	-51.4*
2	O=c1c2c3c(sc2nc(SCc2nnc(Nc4ccccc4)s2)n1Cc1ccccc1)CCCC3	105.9
3	C=C(C)[C@@H]1CC[C@]2(C)[C@H](CC[C@@H]3[C@H]4[C@H]5OC(=O)[C@@]4(CCC5(C)C)CC[C@]32C)[C@@]1(C)CC/C(N)=N/O	100.4
4	COc1ccc(-c2[nH]ncc2-c2ccc(Cl)cc2)c(O)c1	76.4
5	O=C(Nc1cccc(Cl)c1)OCC#CCCl	42.1
6	NC(N)=NCCCCNC(=O)C1=NOC2(C=C(Br)C(=O)C(Br)=C2)C1	100.0
7	O=C(/C(=N/OCc1ccccc1)c1ccccc1)c1ccccc1	98.8
8	CNC(=O)c1cccn1C	107.6
9	Cc1[nH]nc2ccc3nc(-c4cn[nH]c4C(F)(F)F)c4c(c3c12)CCCC4	-0.1*
10	C=CCn1c2ccc(Br)cc2c2c3c(c4c5ccccc5ccc4c21)C(=O)NC3=O	115.9
11	CCCCOC(C)OCc1ccc2c(c1)OCO2 (configuration not stated)	110.3
12	COc1ccc(-c2nnc(COc3ccc(NC(=O)Nc4ccccc4)cc3F)o2)cc1	86.8
13	COc1ccc(-c2c[nH]c(C(=O)O)c2-c2cc(OC)c(OC)c(OC)c2)cc1	-13.8*
14	C[C@]12O[C@H](C[C@]1(O)CO)n1c3ccccc3c3c4c(c5c6ccccc6n2c5c31)CNC4=O	-32.7*
15	O=[N+]([O-])c1ccc(S(=O)(=O)F)c(Cl)c1	98.7
16	CCCCNC(=O)OCn1cnc2c(SCCC)ncnc21	103.6
17	CCOc1ccc(-c2cc(-c3cc(C(C)C)c(O)cc3C)nn2-c2ccc(S(N)(=O)=O)cc2)cc1	9.8*
18	Cc1ccc(C(=O)c2ccccc2Cl)cc1	102.7
19	NC(Cc1ccccc1)C(=O)Nc1nnc(C2CC2)s1 (configuration not stated)	98.2
20	O=C(Nc1nccs1)c1ccoc1COc1ccccc1	94.9
21	c1cc[n+](C2c3ccccc3-c3ccccc32)cc1	83.0
22	CC(=O)N=C1N(/C=C2\C(=O)Oc3ccccc3C2=O)C(=O)/C(=C/c2ccc(OC(C)=O)cc2)N1C	107.5
23	CC1(C2CCCCC2)NC(=O)NC1=O (configuration not stated)	99.2
24	COc1ccc(/C=C/C(c2cc(OC)c(OC)c(OC)c2)n2cncn2)cc1O (configuration not stated)	-36.3*
25	O=C(Nc1ccc(C2=NCCN2)cc1)c1ccc(C(=O)Nc2ccc(C3=NCCN3)cc2)c(Cl)c1	125.8
26	COc1ccc2cc(-c3ccnc4c(N=Nc5ccccc5)c(N)nn34)ccc2c1	97.5
27	CC(C)=NNS(=O)(=O)c1ccc(C)cc1	87.7
28	Nc1nc2cc(Cl)c(Br)cc2o1	131.0
29	Cc1ccc(S(=O)(=O)NC(c2ccc(Br)cc2)c2nnc(-c3ccccc3)o2)cc1 (configuration not stated)	99.4
30	CCOC(=O)c1ccc(N2C(=O)CC(SC3=NC(c4ccc(OC)cc4)C=C(c4ccccc4)N3)C2=O)cc1 (configuration not stated)	83.3
31	N#C/C(=C/c1ccc(Cl)cc1)c1nc(-c2cc3cc(Br)ccc3o2)cs1	42.9
32	CCCCCCCCCCCCCCCC#N	104.5
33	C/C=C\COc1cc(C)c(Cl)cc1Cl	104.6
34	Cc1cc(-c2ccccc2)n2nc(N)nc2n1	109.5[3.58 µM]
35	C=C(C)[C@@H]1CC[C@]2(C(=O)O)CC[C@]3(C)[C@H](CC[C@@H]4[C@@]5(C)C[C@@H](CC#Cc6ccc(C#N)cc6)[C@H](O)C(C)(C)[C@@H]5CC[C@]43C)[C@@H]12	29.6
36	C=CCN1C(=O)C2(c3ccccc31)N(C)CC(c1ccc([N+](=O)[O-])cc1)C21SC2=NC3C(NN2C1=O)N(CC)C(=O)N3CC (configuration not stated)	90.3
37	CSc1ccc(/C=C2\C=Cc3ccccc32)cc1	90.2
38	COc1cccc(-n2cc(-c3nc(Nc4cc(C)[nH]n4)c4ccccc4n3)nn2)c1	48.1
39	CC(=O)c1ccc(NC(=O)CSc2nnc(-c3ccc(NC(=O)c4cccnc4)cc3)n2N)cc1	100.4
40	COc1ccc2c(c1)N(CCO)C1=C(C(=O)CCC1)C2c1ccccc1 (configuration not stated)	95.6
41	FCCN(CCF)c1cccc(Cl)c1	109.5
42	CC(=O)c1ccc[n+](Cc2c(Cl)cccc2Cl)c1	121.6
43	NC1=NN(c2nc3ccccc3[nH]c2=O)C(=O)C1	102.2
44	CCCCCCSc1ncnc2nc[nH]c12	72.2
45	c1cc(CCc2ccncc2)ccn1	63.0
46	COc1ccc(/C=C/C(=O)c2cc3c(N)c(C(=O)Nc4ccc(OC)cc4)sc3nc2C)cc1	2.3*
47	COC(=O)[C@]12CC[C@@H](C(/C=C/c3cccnc3)=N/O)[C@@H]1[C@H]1CC[C@@H]3[C@@]4(C)CC(=C/c5cccnc5)/C(=N/O)C(C)(C)[C@@H]4CC[C@@]3(C)[C@]1(C)CC2	2.9*
48	COc1ccc(-c2nn(-c3ccc(NC(=O)c4cc(C(F)(F)F)cc(C(F)(F)F)c4)cc3)cc2-c2ccncc2)cc1Cl	73.6

Fetched by compound from above:
No.	SMILES	HL-60(TB)
33	C/C=C\COc1cc(C)c(Cl)cc1Cl	104.6
44	CCCCCCSc1ncnc2nc[nH]c12	72.2
21	c1cc[n+](C2c3ccccc3-c3ccccc32)cc1	83.0
24	COc1ccc(/C=C/C(c2cc(OC)c(OC)c(OC)c2)n2cncn2)cc1O (configuration not stated)	-36.3*
29	Cc1ccc(S(=O)(=O)NC(c2ccc(Br)cc2)c2nnc(-c3ccccc3)o2)cc1 (configuration not stated)	99.4
11	CCCCOC(C)OCc1ccc2c(c1)OCO2 (configuration not stated)	110.3

Continuation:
No.	SMILES	HL-60(TB)
49	CCCCCCCCCCCCCCCCCCOc1cccc(CC(=O)OCC[N+](C)(C)C)c1	65.0
50	COCc1c(CN)cnc(C)c1N	108.6
51	CCOC(=O)NC(C)c1ccccc1 (configuration not stated)	102.5
52	COCC(=O)Oc1cc(-c2ccc(C)cc2C)c(OC(=O)COC)c(-c2ccc(C)cc2C)c1	36.9
53	Cc1nc(Cl)sc1[C@H](O)COS(N)(=O)=O	97.5
54	O=C(Nc1cccc(-c2ccccc2)c1)N1CCN(C(=O)Nc2cccc(-c3ccccc3)c2)CC1	91.3
55	Cc1nc(-c2cc3ccccc3c(=O)o2)cs1	93.0
56	CO/N=C(/C(=O)N[C@@H]1C(=O)N2C(C(=O)O)=C(CSc3nc(=O)c(=O)[nH]n3C)CS[C@H]12)c1csc(N)n1	130.2
57	CCOC(=O)c1c(C)nc2c(c1N)/C(=C/c1ccc(OC)cc1)C(=O)N2Cc1ccc(F)cc1	4.7*
58	CC[C@@]1(O)C[C@H](OC2CC(N(C)C)C(OC3CC(O)C(OC4CCC(=O)C(C)O4)C(C)O3)C(C)O2)c2c(cc3c(c2O)C(=O)c2c(O)ccc(O)c2C3=O)[C@H]1C(=O)OC (some centres not stated)	-9.7*
59	Nc1oc2ccc(Cl)cc2c(=O)c1-c1ccc(Cl)cc1	103.5
60	Nc1ccc2c(c1)C(=O)c1cc([N+](=O)[O-])ccc1-2	146.4
61	O=C1C2=C(SC3c4cccn4CCN3C2=S)c2ccccc21 (configuration not stated)	103.6
62	CCOC(=O)c1cc(C(=O)c2cc(OC)cc(OC)c2)n2c1ccc1c3ccccc3ccc12	90.9
63	OOSSOCc1cccc2ccccc12	106.8
64	CN1CCN(C(=O)c2ccc(-c3nc4ccc5[nH]ncc5c4c4c3CCC4)cc2)CC1	89.7
65	C1NNCC12CNNC2	110.9
66	Fc1ccc(-c2csc(N/N=C/c3cccs3)n2)cc1	90.8
67	O=C1Nc2ccccc2/C1=N/N=C/c1c[nH]c2ccccc12	86.2
68	COc1ccc(-c2nc3ccc(-c4nnc(SCC(=O)Nc5ccc(C(C)=O)cc5)o4)cc3[nH]2)cc1OC	101.1
69	COc1cccc(C2CC(=O)Nc3cc4c(cc32)OCO4)c1OC (configuration not stated)	93.7
70	O=[N+]([O-])c1cccc(-c2csc(Nc3nc(-c4cccnc4)nc(C(Cl)(Cl)Cl)n3)n2)c1	115.0[3.3 µM]
71	C=C1C(=O)O[C@H]2[C@H]1CC/C(COC(=O)/C=C\C(=O)NCc1ccc(Cn3c(=O)sn(CCCI)c3=O)cc1)=C\CC[C@@]1(C)O[C@@H]21	-36.6*
72	CC(C)(C)[Si](C)(C)OC1[C@@H](COC(=O)NC(=O)CCl)O[C@@H](n2cnc3c(N)ncnc32)[C@H]1O[Si](C)(C)C(C)(C)C (some centres not stated)	-48.3*
73	O=S(CC(O)c1ccccc1)c1ccccc1 (configuration not stated)	99.8
74	O=S(=O)(O)c1ccc2cc(O)ccc2c1	100.3
75	CCOC(=O)c1sc(NC(=O)CN2CCC(Cc3ccccc3)CC2)nc1C	92.0
76	O=NN(CCF)C(=O)NC1C(O)CCCC1O (configuration not stated)	120.0
77	O=S(=O)(Nc1cccc2[nH]cnc12)c1ccc(Br)cc1F	84.4
78	CC1c2ccccc2CC(CCN(C)C)c2ccccc21 (configuration not stated)	110.3
79	O=C(CNc1nc(-c2ccccc2)cs1)Nc1ccc([N+](=O)[O-])cc1Cl	21.9
80	CCCC(=O)Nc1sc2c(c1C(N)=O)CCCC2	100.6
81	CCOC(=O)c1c(Nc2ccccc2)nn2c(-c3ccc4ccccc4c3)ccnc12	89.1
82	O=C(N/N=C/c1ccc(N(CCCl)CCCl)cc1)c1ccc(C(=O)N/N=C/c2ccc(N(CCCl)CCCl)cc2)cc1	16.8
83	CCOC(=O)CNC1=C(Cl)C(=O)N(Cc2ccc(Cl)cc2)C1=O	104.8
84	Cc1ccnc(NS(=O)(=O)c2ccc(Nc3ccnc(SCC(=O)c4ccc(C(F)(F)F)cc4)n3)cc2)n1	103.8
85	CC(=O)C1=C(O)C=C2Oc3c(C(=O)/C=C/c4cc(C(F)(F)F)cc(C(F)(F)F)c4)c(O)c(C)c(O)c3[C@]2(C)C1=O	-35.2*
86	CC1SCCN(c2ccccc2)C1=O (configuration not stated)	97.2
87	O=C(/C=C/c1ccccc1)N(C1CCCCC1)C1CCCCC1	74.0
88	COCCNC(=O)COc1cc(C)nc2ccc(OC)cc12	92.2
89	NS(=O)(=O)c1ccc(-n2ncc(NC(=O)Nc3ccccc3)c2-c2ccccc2)cc1	74.0
90	COC(=O)c1nc(-c2ccccc2)oc1N1CCOCC1	86.9
91	CCOC(=O)C1=C(C)NC(=O)NC1c1ccc(F)cc1 (configuration not stated)	99.7
92	O=C(COc1ccc([N+](=O)[O-])cc1Cl)N1CCOCC1	88.5
93	COc1ccccc1NC(=O)/C=N/O	93.2
94	CCOC(=O)c1c(NC(=O)NCc2ccccc2)sc2c1CCCC2	106.9
95	CC(=O)Nc1nnc([N+](=O)[O-])s1	114.3
96	COc1ccc(OC)c(NC(=O)c2cc3oc4ccccc4c3cc2O)c1	120.7
97	COc1ccc(C(C)=O)cc1[N+](=O)[O-]	99.9&95.7
98	O=C1N/C(=N\c2nccs2)S/C1=C\c1ccco1	38.2
99	COCCn1cc(-c2nc(-c3cc4cccnc4[nH]3)cs2)c2cc(OC)ccc21	55.5
100	COC(=O)C1(C)Cc2cc(OC(C)=O)c(OC(C)=O)cc2N1 (configuration not stated)	19.8
101	COc1ccc(/C=C/C(=O)N2CCOCC2)cc1OC1CCCC1	102.5
102	CCc1ccccc1-n1c(-c2ccc(O)cc2)cc(-c2ccc(Cl)cc2)c(C#N)c1=O	91.2
103	O=C(C[n+]1ccccc1)c1ccc(Br)cc1	112.8
104	COc1ccc(C/C(C)=C(/c2ccc(OCCN3CCCCCC3)cc2)c2ccc(OC(=O)Cc3ccccc3)cc2)cc1	86.3
105	CC12CCC(O)C(C)(C)C1CCC1=C2CCC2(C)C(c3ccoc3)CCC12C (configuration not stated)	93.7
106	COc1cc(-c2n/c(=C\c3c(O)[nH]c4ccccc34)cc3c2=Nc2ccccc2-3)cc(OC)c1OC	-15.3*
107	CC(C)OCCOCCO	103.2
108	Nc1n[nH]c2cc(=O)[nH]c(O)c12	103.0

Continuation.
No.	SMILES	HL-60(TB)
109	S=C(Nc1ccccc1)Nc1ccccn1	98.1
110	CC12CCCC(=O)N1c1ccccc1-c1nc(-c3ccccc3Br)nn12 (configuration not stated)	104.3
111	Cn1cccc1C(=O)c1n[nH]n2c1nc(=O)c1sccc12	98.8
112	C=CCn1c(SCC(=O)Nc2ccc(C(=O)/C=C/c3ccc(OC)cc3)cc2)nnc1-c1cc(-c2ccc(OC)cc2)nc2ccccc12	96.1
113	CC(=O)OC(c1ccccc1)C(OC(C)=O)c1ccccc1 (configuration not stated)	100.4
114	O=C(Nc1cccnc1)c1noc2ccccc12	93.6
115	CC(=O)O[C@H]1C[C@@]2(C)[C@@H](C[C@@H](O)[C@H]3[C@@]4(C)CCC(NCCN)[C@@H](C)[C@@H]4CC[C@@]32C)/C1=C(\CCC=C(C)C)C(=O)O (some centres not stated)	99.4
116	CCOC(=O)/C(=C\CC/C(C)=C/CC/C(C)=C/CCc1ccsc1)CC(=O)O	86.9
117	O=C(Cn1nnnc1-c1ccn(-c2ccc(Br)cc2)n1)c1cc2ccccc2oc1=O	85.3
118	CCOC(=O)/C=C(/C)Sc1cc(O)ccc1O	94.2
119	O=C1C2CC3CC1CC(O)(C3)C2	99.8
120	COc1cccc(C2=NNC3(S2)C(=O)N(Cc2ccccc2Cl)c2ccccc23)c1 (configuration not stated)	61.0
121	O=C(Cc1ccccc1)NNc1nc(N2CCN(C3CCCCC3)CC2)nc(N2CCN(C(c3ccccc3)c3ccccc3)CC2)n1	89.4
122	CN(C)C(=O)Nc1ccc(Cl)cc1	108.4
